SENP8 block-1 = inhibitors of human SENP8 protease. purified SENP8, Z-RLRGG-aminoluciferin cleavage, luminescence. 330,000 tested, 1.2% active. Q96LD8. AID 2540. inhibition, % at 10 µM; in the data active = inhibition above about 50%
Target sequence (Q96LD8 whole entry, looked up): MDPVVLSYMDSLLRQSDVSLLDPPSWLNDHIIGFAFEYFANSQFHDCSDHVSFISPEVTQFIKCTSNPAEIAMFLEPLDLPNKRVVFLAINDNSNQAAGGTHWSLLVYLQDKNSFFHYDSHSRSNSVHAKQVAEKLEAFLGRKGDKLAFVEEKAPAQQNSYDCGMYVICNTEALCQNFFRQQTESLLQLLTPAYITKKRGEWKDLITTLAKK
SENP6 block = inhibitors of human SENP6 protease | inhibition, % at 10 µM | 330,000 tested, 1.8% active | Q9GZR1 | Recombinant SENP6 catalytic domain, aminoluciferin luminescence | AID 2599;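 active = inhibition above about 50% at the single tested dose, limit read from the data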;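 note: plate controls were DMSO wells with enzyme for no effect and DMSO wells lacking enzyme for full effect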
PfGluPho inh = PfG6PD (Plasmodium falciparum) enzyme inhibition; PfGluPho enzyme, NADPH resazurin-diaphorase fluorescence; inhibition, % at 20 µM; 350,000 tested, 0.78% active;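 active = inhibition reaching at least a set limit at 20 µM in the primary screen, cut at about 59% in these data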;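 note: 0% = DMSO wells with substrate and 100% = DMSO wells lacking glucose-6-phosphate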
Apaf1 inhib = blocks human Apaf-1 apoptosome activity | inhibition, % at 20 µM | reconstituted apoptosome caspase-3 activity, DEVD-Rh110 fluorescence | O14727 | 330,000 tested, 0.71% active; active = inhibition of at least 40% at 20 µM;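 note: plate controls were DMSO wells for no effect and DEVD-CHO caspase inhibitor wells for full effect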
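Material: reconstituted apoptosome with Apaf-1, cytochrome c, caspase-9, procaspase-3, dATP; medium: pH 7.5 Hepes buffer with CHAPS, BSA, DTT; also added: cytochrome c and DEVD-Rh110 substrate; timing: 30 min plus 50 min, RT; signal: Rh110 fluorescence intensity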
HKDC1 inh = blocks human hexokinase HKDC1 activity. Q2TB90. recombinant HKDC1, G6PDH/diaphorase resazurin coupled fluorescence. inhibition, % at 20 µM. 340,000 tested, 0.16% active. AID 493160;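 active = inhibition above about 35% when tested at 20 µM, limit read from the data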;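 note: plate controls were DMSO wells with enzyme for no effect and DMSO wells lacking enzyme for full effect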
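Material: recombinant HKDC1 hexokinase; Amount: HKDC1 at 5 µg/mL; Medium: Tris pH 8.0 buffer with MgCl2, Tween-20, BSA, BME; Schedule: 90 min reaction incubation at room temperature, dark; Technique: coupled resazurin fluorescence, excitation 525 nm, emission 613 nm.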
SENP1 FRET inh = blocks the human SENP1 SUMO protease catalytic domain; recombinant SENP1 catalytic domain, CyPet-SUMO1-YPet FRET cleavage; 360,000 tested, 0.21% active; Q9P0U3; inhibition, % at 10 µM;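 active = inhibition at least 30% at 10 µM, raw YFP signal under a set limit, fluorescence ratio 0.5 to 1.5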;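 note: 0% = enzyme with DMSO and 100% = no enzyme wells; some results filed as inactive read as strong as hits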
Target sequence (Q9P0U3 419-644 limits assumed): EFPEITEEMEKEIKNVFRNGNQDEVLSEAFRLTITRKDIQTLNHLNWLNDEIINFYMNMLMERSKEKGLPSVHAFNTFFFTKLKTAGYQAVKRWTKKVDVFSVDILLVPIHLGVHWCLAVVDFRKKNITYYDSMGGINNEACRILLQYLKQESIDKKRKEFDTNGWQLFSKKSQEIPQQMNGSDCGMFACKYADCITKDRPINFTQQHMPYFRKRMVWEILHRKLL
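Material: hSENP1 catalytic domain, recombinant; medium: Tris pH 8 with BME, BSA, NP40 and catalase; compound: single concentration of 10 µM compound, 0.5% DMSO final; technique: FRET read of cyan and yellow fluorescence; timing: 50 min enzyme reaction, room temperature, light-protected; reagent: SFCypet-SUMO1-SFYpet substrate at 25 nM; control set: no-enzyme low, enzyme-DMSO high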
SENP8 block-2 = blocks human SENP8 cleavage of Nedd8 substrate; recombinant SENP8, Nedd8 substrate fluorescence; 360,000 tested, 0.64% active; inhibition, % at 20 µM; AID 602440; in the data active = inhibition mostly above about 40%, no sharp cut-off; inactive = mostly below about 27%
SENP7 block = inhibitors of human SENP7 protease. Q9BQF6. recombinant SENP7, Z-RLRGG-aminoluciferin luminescence, 40 min. inhibition, % at 5 µM. 330,000 tested, 1.5% active. AID 434973;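 active = inhibition above about 50% at the single test dose, limit read from the data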;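 note: plate controls were DMSO with enzyme for no effect and no enzyme buffer wells for full effect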
Target sequence (Q9BQF6 706-1050 limits assumed): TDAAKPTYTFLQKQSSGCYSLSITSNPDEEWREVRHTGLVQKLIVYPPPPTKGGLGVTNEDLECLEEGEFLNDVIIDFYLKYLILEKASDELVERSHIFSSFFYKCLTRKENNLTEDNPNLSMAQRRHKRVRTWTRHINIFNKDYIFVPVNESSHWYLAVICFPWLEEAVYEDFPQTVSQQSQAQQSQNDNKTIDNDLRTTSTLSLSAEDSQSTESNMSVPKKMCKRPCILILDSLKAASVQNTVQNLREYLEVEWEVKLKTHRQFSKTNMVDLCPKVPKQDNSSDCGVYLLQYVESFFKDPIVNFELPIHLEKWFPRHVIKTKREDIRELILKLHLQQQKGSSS
NALP3 yeast inh = inhibitors of NALP3 inflammasome in yeast; Yeast reconstituted NLRP3/ASC/caspase-1, beta-gal luminescence, 24 h; inhibition, % at 10 µM; 330,000 tested, 0.39% active;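 active = inhibition of 50% or more; inactive = inhibition below 50%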;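 note: plate controls were induced DMSO wells for no effect and uninduced yeast grown without galactose for full effect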
* marks the source's active call; other numbers are inactive results; · = no result given.

SMILES	SENP8 block-1	SENP6 block	PfGluPho inh	Apaf1 inhib	HKDC1 inh	SENP1 FRET inh	SENP8 block-2	SENP7 block	NALP3 yeast inh
CC1CCCC(NC(=O)COC(=O)c2n[nH]c3ccccc23)C1C (stereo not given)	-9	-22	-11	7	1	0	-10	-8	17
COc1cc(N(C(=O)Cc2cccs2)C(C(=O)NC2CCCCC2)c2cccc(OC)c2OC)ccc1-n1cnnn1 (stereo not given)	2	-13	7	14	-4	1	15	-2	0
CC(=O)OC(COC1C[C@@H]2CC[C@@]1(C)C2(C)C)C[N+]1(C)CCCCC1 (stereo not given in full)	0	-13	-3	-3	-4	-2	11	0	5
Cc1cccc(NC(=S)Nc2cccc(C)n2)n1	-9	-15	-15	8	-1	2	20	8	37
COc1ccc(CNC(=O)CCN2C(=O)c3ccncc3C2=O)cc1OC	10	-11	-7	-25	-3	0	17	3	9
COc1ccc(SCCc2ccncc2)cc1	-4	-11	-13	-1	-5	1	16	1	15
N#Cc1nc(-c2ccccc2Cl)oc1N1CCCCC1	-2	-2	-7	10	-1	0	-411	6	6
CC(C)=CCN1CCN(Cc2ccc(C#CC(C)(C)O)cc2)CC1CCO (stereo not given)	1	5	24	-4	-7	0	6	-2	17
CCOc1ccccc1N(CC)C(=O)c1nn(C)c2c1CSc1ccccc1-2	-5	5	16	23	-2	4	4	9	1
O=C(COC(=O)c1cc(=O)[nH]c2ccccc12)Nc1ccccc1F	-2	-6	6	4	-3	3	-247	2	7
CCOc1ccccc1N1CCN(C(=S)Nc2ccc(S(N)(=O)=O)cc2)CC1	5	12	19	3	-1	4	23	5	18
COc1ccc(NC(=O)C2CCCN(S(=O)(=O)c3cccc4nonc34)C2)cc1 (stereo not given)	0	-68	-13	4	-9	3	18	-12	4

Three entries from above, arranged by the value under SENP6 block, highest first:
Compound	SENP6 block	PfGluPho inh	HKDC1 inh	SENP1 FRET inh	SENP8 block-2	SENP7 block	NALP3 yeast inh
CCOc1ccccc1N1CCN(C(=S)Nc2ccc(S(N)(=O)=O)cc2)CC1	12	19	-1	4	23	5	18
CCOc1ccccc1N(CC)C(=O)c1nn(C)c2c1CSc1ccccc1-2	5	16	-2	4	4	9	1
CC(=O)OC(COC1C[C@@H]2CC[C@@]1(C)C2(C)C)C[N+]1(C)CCCCC1 (stereo not given in full)	-13	-3	-4	-2	11	0	5

Sorted by SMILES length (largest number first): 6 of the compounds above
SMILES	SENP8 block-1	SENP6 block	PfGluPho inh	Apaf1 inhib	HKDC1 inh	SENP1 FRET inh	SENP8 block-2	SENP7 block	NALP3 yeast inh
COc1cc(N(C(=O)Cc2cccs2)C(C(=O)NC2CCCCC2)c2cccc(OC)c2OC)ccc1-n1cnnn1 (stereo not given)	2	-13	7	14	-4	1	15	-2	0
CCOc1ccccc1N1CCN(C(=S)Nc2ccc(S(N)(=O)=O)cc2)CC1	5	12	19	3	-1	4	23	5	18
O=C(COC(=O)c1cc(=O)[nH]c2ccccc12)Nc1ccccc1F	-2	-6	6	4	-3	3	-247	2	7
COc1ccc(CNC(=O)CCN2C(=O)c3ccncc3C2=O)cc1OC	10	-11	-7	-25	-3	0	17	3	9
N#Cc1nc(-c2ccccc2Cl)oc1N1CCCCC1	-2	-2	-7	10	-1	0	-411	6	6
COc1ccc(SCCc2ccncc2)cc1	-4	-11	-13	-1	-5	1	16	1	15

(next part)
SMILES	SENP8 block-1	SENP6 block	PfGluPho inh	Apaf1 inhib	HKDC1 inh	SENP1 FRET inh	SENP8 block-2	SENP7 block	NALP3 yeast inh
CCOC(=O)C1=C(C)N=C2SC=C(C)N2C1c1ccc(OC)cc1 (stereo not given)	4	2	-10	-19	-2	-87	-92	7	3
O=C1Nc2ccccc2C1=Nc1ccc2[nH]c3ccccc3c2c1	·	·	19	·	4	19	-459	·	·
CC(=O)c1ccc(NC(=O)CCCN2C(=O)/C(=C/C(C)=C/c3ccccc3)SC2=S)cc1	-12	-12	2	16	0	-6	31	-2	18
CCC(CC)c1nnc(NC(=O)CC(C)c2ccccc2)s1 (stereo not given)	0	5	12	11	-1	0	-1	5	23
CC(C)(C)c1ccc(NC(=O)CNC2CCCc3ccccc32)cc1 (stereo not given)	-10	-16	14	14	-10	-1	6	-3	13
COCCNC(=O)C(=O)NCC1OCCN1S(=O)(=O)c1ccc(C)cc1 (stereo not given)	4	-17	2	-17	-3	1	9	1	3
Cc1cc2cc(C)c3nnc(SCC(=O)N4CCCc5ccccc54)n3c2cc1C	-4	1	·	16	·	·	·	-2	0
CS(=O)(=O)N1CCN(C(=O)c2ccc(Cl)s2)CC1	-7	-29	10	4	-7	5	10	-2	1
Cc1cccc(N=Nc2ccc(O)c3ncccc23)c1	33	69*	-10	10	-24	-1	37	26	27
Cc1cc(C)c(C)c(S(=O)(=O)N2CCC(C(=O)NCC(c3ccccc3)N(C)C)CC2)c1C (stereo not given)	-2	-11	-14	6	-4	0	8	3	0
CCOC(=O)c1cc(NC(=O)c2ccc(Cl)cc2)c(=O)n2c1oc1ccc(Cl)cc12	8	-11	28	-9	-7	1	-210	-2	11
CCOC(=O)c1ccc(NC(=O)CNC(=O)c2ccco2)cc1	-5	-5	7	-5	-9	-1	7	-3	13

Quoted at random: 2 records from the list, in no set order.
SMILES	SENP8 block-1	SENP6 block	PfGluPho inh	Apaf1 inhib	HKDC1 inh	SENP1 FRET inh	SENP8 block-2	SENP7 block	NALP3 yeast inh
CCOC(=O)c1cc(NC(=O)c2ccc(Cl)cc2)c(=O)n2c1oc1ccc(Cl)cc12	8	-11	28	-9	-7	1	-210	-2	11
CC(C)(C)c1ccc(NC(=O)CNC2CCCc3ccccc32)cc1 (stereo not given)	-10	-16	14	14	-10	-1	6	-3	13

The listing picks up, repeating the 2 entries before the break.
SMILES	SENP8 block-1	SENP6 block	PfGluPho inh	Apaf1 inhib	HKDC1 inh	SENP1 FRET inh	SENP8 block-2	SENP7 block	NALP3 yeast inh
CCOC(=O)c1cc(NC(=O)c2ccc(Cl)cc2)c(=O)n2c1oc1ccc(Cl)cc12	8	-11	28	-9	-7	1	-210	-2	11
CCOC(=O)c1ccc(NC(=O)CNC(=O)c2ccco2)cc1	-5	-5	7	-5	-9	-1	7	-3	13
O=C(NC12CC3CC(CC(C3)C1)C2)c1cc([N+](=O)[O-])ccc1N1CCOCC1	-5	-13	4	3	12	-1	0	-5	15
O=C(Nc1ccccc1)N1N=C(c2ccc(F)cc2)CC1c1ccc(F)cc1 (stereo not given)	0	0	30	28	-1	1	8	2	0
CCN(CC(=O)Nc1ccc(NC(C)=O)cc1)C(=O)/C=C/c1ccc2c(c1)OCO2	1	-9	0	10	-4	-1	-199	-1	7
CC1=NN(c2ccccc2)C(=O)/C1=C/c1c(O)n(-c2ccc(F)c(Cl)c2)[nH]c1=O	78*	84*	-7	20	10	·	·	-6	0
Cc1nn(C(C)(C)C)c(OC(=O)C2CCCC2)c1S(=O)(=O)c1ccccc1	·	·	7	·	1	2	17	·	·
Cc1ccc(S(=O)(=O)NCC(C)n2cncn2)cc1 (stereo not given)	1	-4	-16	1	-5	1	4	1	5
C=CCn1c(COc2cccc(C)c2)nnc1SCC(=O)c1c[nH]c2c(CC)cccc12	-1	-21	7	-3	18	-2	17	2	-4
Cc1ccc(CN2CCCCC2C(=O)Nc2ccc(Oc3cccnc3)cc2)o1 (stereo not given)	0	-10	-5	11	-4	-11	0	2	9
Cc1c(C)c(C)c2[nH]c(-c3ccc4c(c3)OCO4)nc2c1C	-1	-7	51	34	2	0	-288	-2	33
CCC(C(=O)O)n1cnc2scc(-c3ccc(C)c(C)c3)c2c1=O (stereo not given)	-11	-6	-16	1	7	-2	14	-5	8
COC(=O)Cn1cnc(=O)c(C#N)c1/C=C/N(C)C	·	·	1	·	-9	1	13	·	·
CC(C)(C)OC(=O)Cn1c(=O)cnc2ccccc21	-12	-3	3	4	-3	2	-92	3	13
Cc1ccc(N(CC(=O)NCc2ccc(F)cc2)C(=O)c2csnn2)c(C)c1	1	-14	10	-6	-9	6	14	-6	17
Cc1cccnc1NC(=S)NC(=O)/C=C/c1ccccc1	-10	16	-6	8	-8	2	-5	4	2
O=C(Nc1ccccc1)Nc1nncs1	-8	3	-10	0	-4	1	13	3	12
Cn1cccc1CC(=O)N/N=C/C=C/c1ccccc1	0	-13	-13	-1	18	1	3	8	2
O=C(Nc1ccccc1Cl)c1cccc(NC(=O)C2C3CC4OC(=O)C2C4C3)c1 (stereo not given)	6	6	10	10	6	0	16	7	6
C[N+]1(CCCOC(=O)C2(c3ccccc3)CCCC2)CCOCC1	-1	-16	-3	3	-10	2	9	11	10
CCc1cc(C(=O)NNC(=O)CCN2CCN(c3ccccc3)CC2)sc1C	9	4	7	12	6	3	-6	2	-6
COc1ccccc1N1C(=O)c2cccc3c(N(C)CCO)ccc(c23)C1=O	11	11	18	2	2	-24	-65	-3	22
CC(=O)N1CCc2cc(S(=O)(=O)NCCC(=O)Nc3cccc(C)c3C)ccc21	-3	-5	-2	6	-3	1	2	-8	2
COCCCNC(=O)c1cc(C(=O)Cc2ccccc2)c[nH]1	4	17	11	0	-8	4	5	6	7
O=Cc1c[nH]c2ccc(C(=O)c3ccccc3)cc12	-5	12	5	5	-8	0	0	-3	25
CN(C)S(=O)(=O)c1cccc(NC(=O)COC(=O)C2CCN(C(=O)c3ccc(F)cc3)CC2)c1	-9	-13	7	6	0	-1	6	-11	9
COc1ccccc1CNC(=O)C(NC(=O)c1ccccc1)C(C)C (stereo not given)	1	-13	-22	-13	3	-1	12	3	26
CCCn1c(SCC(=O)c2cc(C)n(C3CC3)c2C)n[nH]c1=O	2	-2	-4	1	1	-1	11	3	1
COc1cccc(-c2onc3ccc(C(=O)/C=C/N(C)C)cc23)c1	0	19	-8	6	4	-22	-9	5	12
Cc1cc(C)c(C)c(S(=O)(=O)N2CCN(C(=O)c3ccccc3OCc3c(C)noc3C)CC2)c1C	-7	1	4	26	-1	1	7	5	14
CCOC(=O)c1c(C)[nH]c2cc(Br)c(O)cc12	-4	-14	18	7	6	1	9	-3	-3
C[C@@]12C(=O)N(Cc3ccco3)CC(=O)N1[C@H]1c3ccccc3OC[C@@H]1[C@@H]2c1ccccc1	11	11	9	15	-5	-3	0	2	12
COc1ccccc1NS(=O)(=O)c1cc(NC(=O)CN2C(=O)NC3(CCCC3)C2=O)ccc1C	-10	-18	-1	9	-1	2	12	1	12
OCC[C@@H]1C[C@@H](O)[C@H](O)[C@]2(CCCO2)O1	1	-4	-2	-1	-10	-1	8	-9	7
CC(C)CC(=O)c1c[nH]c(C(=O)NCCCn2ccnc2)c1	-6	-7	5	-3	-1	0	14	-4	20

From PubChem
